CHRM5 PAM – human M5 muscarinic receptor positive allosteric modulators, primary screen, CHO-K1 cells, Fluo-8 calcium fluorescence | CHO-K1 hM5, ACh EC20 PAM; 0% = ACh EC20, 100% = ACh EC100 | activation, % at 3 µM | 360,000 compounds, 0.3% hits;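 active = activation above the run cutoff, the mean activation of all test compounds plus 3 SD, cut at about 18% in these data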
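System: CHO-K1 hM5 cells. Reagent: acetylcholine, EC20 level. Compound dosing: single dose, 3 µM nominal final test concentration. Timing: Post-acetylcholine fluorescence recording 140 s. Detection: Fluo-8 calcium fluorescence. Read-out: % activation, ACh-normalized. Benchmarks: ACh EC20 and EC100 wells. Repeats: singlicate, one well per test compound.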
CHRM4 PAM – human M4 muscarinic receptor positive allosteric modulators, primary screen, CHO-K1 cells, Fluo-8 calcium fluorescence | Muscarinic acetylcholine receptor M4 (Homo sapiens), P08173 | CHO-K1 hM4/Gqi5, ACh EC20; 0% = ACh EC20, 100% = maximal ACh | activation, % at 3 µM | 360,000 compounds, 0.4% hits | AID 624126, 2012;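 active = activation above its plate's cutoff, the mean activation of sample wells plus 3 SD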; also: some results filed as inactive read as strong as hits
IDE inh – human IDE inhibitors in live cells, primary screen, fluorescence polarization, HEK cells, FAbetaB substrate; Insulin-degrading enzyme (Homo sapiens), P14735; 320,000 compounds, 0.41% hits; FAbetaB cleavage; inhibition, % at 5.59 µM; AID 434962, 2010;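 active = percent inhibition above the average of all tested compounds plus 3 SD, set per screening campaign, cut at about 16% in these data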;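 also: IDE supplied by intact live HEK cells; FP after avidin binding of uncleaved biotin substrate so inhibition keeps polarization high; 0% = DMSO wells and 100% = 60 µM reference IDE inhibitor Ii1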
Target sequence (P14735 whole entry, looked up): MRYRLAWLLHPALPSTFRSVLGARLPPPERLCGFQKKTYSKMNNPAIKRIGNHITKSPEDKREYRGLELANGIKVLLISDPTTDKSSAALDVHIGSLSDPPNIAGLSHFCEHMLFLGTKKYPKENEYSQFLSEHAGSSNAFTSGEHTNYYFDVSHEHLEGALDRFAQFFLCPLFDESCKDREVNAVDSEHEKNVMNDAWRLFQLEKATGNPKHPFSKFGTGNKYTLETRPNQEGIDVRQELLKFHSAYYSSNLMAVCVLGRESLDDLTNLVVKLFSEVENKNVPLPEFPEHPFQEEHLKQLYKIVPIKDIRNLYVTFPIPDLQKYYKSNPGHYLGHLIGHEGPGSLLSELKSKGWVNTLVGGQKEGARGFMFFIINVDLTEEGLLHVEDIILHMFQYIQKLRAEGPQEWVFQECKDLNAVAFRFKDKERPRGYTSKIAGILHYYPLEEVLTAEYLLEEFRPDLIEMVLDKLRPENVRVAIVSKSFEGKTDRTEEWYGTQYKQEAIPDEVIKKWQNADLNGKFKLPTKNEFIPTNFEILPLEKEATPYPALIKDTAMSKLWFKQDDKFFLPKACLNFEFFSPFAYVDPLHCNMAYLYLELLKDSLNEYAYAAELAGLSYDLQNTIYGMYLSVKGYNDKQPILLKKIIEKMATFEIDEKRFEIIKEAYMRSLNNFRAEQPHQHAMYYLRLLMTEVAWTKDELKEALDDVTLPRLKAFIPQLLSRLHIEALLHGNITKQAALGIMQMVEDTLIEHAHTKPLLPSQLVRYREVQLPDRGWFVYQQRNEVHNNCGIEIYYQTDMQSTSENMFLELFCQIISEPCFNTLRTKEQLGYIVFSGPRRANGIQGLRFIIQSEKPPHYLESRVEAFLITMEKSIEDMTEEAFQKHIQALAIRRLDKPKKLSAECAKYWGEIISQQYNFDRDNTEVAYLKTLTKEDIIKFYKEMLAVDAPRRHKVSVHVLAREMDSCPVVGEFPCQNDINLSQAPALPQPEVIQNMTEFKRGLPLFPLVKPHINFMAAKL
M4 ag – human M4 muscarinic receptor agonists, primary screen, CHO-K1 cells, Fluo-8 calcium fluorescence; Muscarinic acetylcholine receptor M4 (Homo sapiens), P08173; CHO-K1 hM4/Gqi5; vehicle 0%, full acetylcholine response 100%; 360,000 compounds, 0.14% hits; activation, % at 3 µM;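 active = activation above the run mean over all test wells plus 3 SD, cut at about 32% in these data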;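 also: peak over basal fluorescence ratio per well then scaled between controls; 0% = DMSO wells and 100% = acetylcholine at EC100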
CRFR2-BP antag – antagonists of CRF-BP/CRF-R2 complex, primary screen, cell-based, HEK293, calcium dye fluorescence, uHTS; 350,000 compounds, 0.59% hits; CRF-induced calcium fluorescence; inhibition, % at 11.8 µM; AID 588475, 2011;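 active = inhibition of the ligand-induced calcium signal above about 50% at the single tested concentration, limit read from the data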
M5 ag – human M5 muscarinic receptor agonists, primary screen, CHO-K1 cells, Fluo-8 calcium fluorescence; CHO-K1 hM5 cells; 0% DMSO wells, 100% maximal acetylcholine response; activation, % at 3 µM; 360,000 compounds, 0.19% hits;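 active = activation above the run's mean over test compounds plus 3 SD, cut at about 23% in these data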;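 also: signal is peak over basal fluorescence ratio across the kinetic read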
CHRM4 antagonist – human M4 muscarinic receptor antagonists, primary screen, CHO cells, Fluo-8 calcium fluorescence; Muscarinic acetylcholine receptor M4 (Homo sapiens), P08173; CHO-hM4 cells, ACh EC80; inhibition, % at 3 µM; 360,000 compounds, 0.73% hits; AID 624125, 2012;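 active = inhibition above its plate's cutoff, the mean inhibition of sample wells plus 3 SD, cut at about 27% in these data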;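 also: 0% = acetylcholine EC80 with DMSO and 100% = DMSO without agonist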
CRFBP-R2 agonist – agonists of CRF-BP/CRF-R2 complex, primary screen, cell-based, HEK293, calcium dye fluorescence, uHTS | CRF-binding protein / CRF receptor 2 complex (human) | calcium dye fluorescence (FLIPR); percent of saturating CRF peptide response | activation, % at 13.2 µM | 350,000 compounds, 0.46% hits | AID 588473, 2011;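 active = activation of at least 50%, plus an integration ratio under a set limit after plate pattern correction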;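 also: plate controls were neutral control wells without compound for no effect and CRF at EC100 for full effect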
M5 antag – human M5 muscarinic receptor antagonists, primary screen, CHO cells, Fluo-8 calcium fluorescence. Muscarinic acetylcholine receptor M5 (Homo sapiens), P08912. CHO-hM5 cells, ACh EC80. inhibition, % at 3 µM. 360,000 compounds, 0.59% hits;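 active = inhibition above a per-plate cutoff, the mean of that plate's test compounds plus 3 SD, cut at about 27% in these data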;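 also: 0% = acetylcholine EC80 with DMSO and 100% = DMSO without agonist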
* marks the source's active call; other numbers are inactive results; x = not tested or not shown. The order is random, and some 2.9% of all compounds hit somewhere here.

SMILES	CHRM5 PAM	CHRM4 PAM	IDE inh	M4 ag	CRFR2-BP antag	M5 ag	CHRM4 antagonist	CRFBP-R2 agonist	M5 antag
CCCCN(CCCC)CC(O)CN1C(=O)NC(C)(C)C1=O (stereo unspecified)	-1	4	8	1	-5	-3	1	2.7	1
CCOC(=O)N1CCN(C(=O)CN2C(=O)NC(C)(c3ccc4ccccc4c3)C2=O)CC1 (stereo unspecified)	6	4	4	-1	11	5	1	-0.5	7
COc1cccc2cc(C(=O)N3CCCCCCC3)c(=O)oc12	0	7	4	0	-3	-1	0	-2.0	8
CC(=O)NC(c1ccccc1)c1nc(-c2ccc(F)c(Cl)c2)cs1 (stereo unspecified)	1	-4	x	2	x	-1	5	x	-1
O=C(CSc1nnc(CNC(=O)c2ccccc2)o1)NCc1ccccc1	4	2	2	1	5	-2	-15	3.5	-13
Cc1cccc(NC(=O)CCN2C(=O)C3C4C=CC(C4)C3C2=O)n1 (stereo unspecified)	-2	7	0	2	-3	0	-16	1.3	-4
Cc1ccc(N2C(=O)C(Cc3ccc(O)cc3)NC2=S)cc1C (stereo unspecified)	5	5	-1	1	-15	0	9	-0.2	-4
COc1cc(C(C)=O)ccc1Oc1ncnc2c1cnn2-c1ccccc1	3	6	-10	0	9	1	4	-0.1	-3
O=C(NCC1CCCO1)c1ccc(COCC(F)(F)C(F)F)cc1 (stereo unspecified)	5	9	0	1	-1	0	-14	0.1	-1
CC(=O)c1ccc(N2CCN(C(=O)CCS(=O)(=O)c3ccc4c(c3)CCN4C(C)=O)CC2)cc1	-6	-3	-2	6	80*	-1	3	-0.3	1
CN1C(=O)/C(=C\c2ccccc2OCc2ccccc2)SC1=S	0	0	3	1	17	-3	0	1.5	9
O=c1c2ccccc2nc(-c2ccoc2)n1CCc1ccccc1	-7	-4	-2	6	17	-2	-11	-2.4	12
CC(=O)c1cccc(N=C2NC(=O)CS2)c1	0	4	4	0	-30	-1	14	1.1	6
Cc1ccc(N(CC(=O)N2CCCCCC2)S(C)(=O)=O)c(C)c1	-3	5	x	0	-4	0	2	0.8	15
CCN(CC(=O)NCc1cccs1)C(=O)c1ccc(NS(=O)(=O)c2cccc([N+](=O)[O-])c2)cc1	-4	8	1	1	9	1	2	-0.8	2
COc1cc([N+](=O)[O-])cc([N+](=O)[O-])c1NC(=O)N1CCOCC1	3	11	2	2	8	0	-8	-0.3	3
O=C(COC(=O)c1ccc(F)c(S(=O)(=O)N2CCCCC2)c1)NCc1ccc(F)cc1	-11	-3	1	7	-22	-1	-11	4.9	10
O=C(CSc1nc2ccccc2[nH]1)Nc1cccc(S(=O)(=O)N2CCOCC2)c1	-16	-29	-5	16	7	2	2	-1.9	11
CC(C(=O)Nc1ccc(S(=O)(=O)N2CCCC2)cc1)N1CCc2ccccc2C1 (stereo unspecified)	-4	-14	1	1	5	-1	16	2.0	0
CCOc1cc(N2CCOCC2)c(OCC)cc1NC(=O)COC(=O)C1CCCN1S(=O)(=O)c1ccccc1F (stereo unspecified)	-2	1	2	3	0	2	0	-1.5	0
c1ccc(-c2nnc(SCC3CCCO3)nc2-c2ccccc2)cc1 (stereo unspecified)	-1	0	3	-2	-40	-8	-1	4.4	0
Cc1cc(C)n(-c2ccc(C(=O)NCc3cccs3)cc2)n1	-9	5	-3	1	4	-5	-3	-0.4	-4
O=C(CCN1CCCCC1)Nc1ccc(Br)cc1	-1	-8	5	1	-17	-1	0	-0.2	-1
N#Cc1cc(C(=O)c2ccccc2OCC(=O)Nc2ccccc2)cn(C2CCCCC2)c1=O	-4	4	3	0	-20	1	3	1.5	7
CC1CCN(S(=O)(=O)c2ccc3c(c2)N(CC(=O)NCCCN2C(C)CCCC2C)C(=O)CO3)CC1 (stereo unspecified)	13	1	1	1	-10	-7	-2	-0.1	-8

Compounds above that have a nitro group on carbon (2):
SMILES	CHRM5 PAM	CHRM4 PAM	IDE inh	M4 ag	CRFR2-BP antag	M5 ag	CHRM4 antagonist	CRFBP-R2 agonist	M5 antag
CCN(CC(=O)NCc1cccs1)C(=O)c1ccc(NS(=O)(=O)c2cccc([N+](=O)[O-])c2)cc1	-4	8	1	1	9	1	2	-0.8	2
COc1cc([N+](=O)[O-])cc([N+](=O)[O-])c1NC(=O)N1CCOCC1	3	11	2	2	8	0	-8	-0.3	3

(more compounds)
SMILES	CHRM5 PAM	CHRM4 PAM	IDE inh	M4 ag	CRFR2-BP antag	M5 ag	CHRM4 antagonist	CRFBP-R2 agonist	M5 antag
COc1cc(NC(C)=O)c2ncccc2c1NC(C)=O	-2	-2	3	1	7	0	-8	-1.6	5
Cc1c(Br)c(C(=O)N2CCc3ccccc32)nn1C	-1	16	0	1	-3	-4	-23	-0.8	-6
CC1CN(C2CCCCC2)C(=S)NC1=O (stereo unspecified)	-4	5	x	-1	-7	1	1	0.5	11
O=C(COc1ccc(Cl)cc1Cl)Nc1cccnc1	2	-3	5	2	-21	0	1	1.6	8
COc1ccc(NC(=O)c2ccc(S(=O)(=O)N3CCCCCC3)cc2)c(OC)c1	-5	-20	2	1	2	2	7	2.2	14
O=c1c2ccccc2c(/C=N/c2n[nH]c(CCCO)n2)c(O)n1-c1ccccc1Cl	-3	-2	5	1	-5	1	-6	3.2	9
O=C(O)CCC(=O)CCC(=O)c1ccccc1	-7	-3	10	0	-38	1	1	2.7	9
O=C(c1cc2c(s1)-c1ccccc1OC2)N1CCc2ccccc2C1	-4	13	1	0	1	-1	-18	-0.8	-1
CCS(=O)(=O)N1Cc2ccccc2CC1C(=O)Nc1cccc(C)c1 (stereo unspecified)	4	1	5	1	2	-4	-3	-1.7	-5
O=C(N/N=C\c1ccc([N+](=O)[O-])s1)C1COc2ccccc2O1 (stereo unspecified)	1	2	-1	4	11	-1	-1	0.7	-5
Cc1cccc(-n2ncc3c(NCCCO)ncnc32)c1	-4	-2	0	2	-23	3	-12	5.3	0
Cc1cccc(CN2CCN(C3CN(C4CCCC4)S(=O)(=O)C3)CC2)c1 (stereo unspecified)	-6	-5	x	1	x	-5	-1	x	8
CCC(=NC(CC)CO)C1=C(O)CC(C)(C)CC1=O (stereo unspecified)	-4	12	4	1	-1	0	4	1.2	0
Cc1cc(=O)[nH]c(SCc2cccc(F)c2)n1	-9	-3	1	-1	5	-2	-9	-0.7	-3
Cc1c(NC(=O)C23CC4CC(CC(C4)C2)C3)c(=O)n(-c2ccccc2)n1C	6	-2	2	1	10	-4	4	-1.0	12
C=CCSc1ncc(C(=O)OCC)c(N)n1	-2	14	-1	0	15	0	-4	-1.1	-5
COc1ccc(/C=C2\N=C(c3ccccc3)N(c3ccc(C(=O)O)cc3)C2=O)cc1OC	-8	-16	5	3	1	-2	13	0.6	15
O=c1cc(-c2cccc(F)c2)[nH]c2ccccc12	5	5	0	2	-3	1	-3	-1.3	9
CSc1nc2cc(Cl)ccc2s1	-2	2	1	0	52*	-1	-3	-1.0	0
COc1cc(C(=O)NCC2(c3ccccc3)CCCC2)ccc1OC(C)C	-1	-4	4	0	-1	-7	-6	-4.4	7
CC1CN(C(=O)COC(=O)c2ccc(N(C)C)cc2)CC(C)O1 (stereo unspecified)	-8	-7	0	9	-14	1	-1	-3.0	20
CSc1nc(-c2ccccc2)nn1C(=O)c1ccccc1	3	7	1	1	3	-8	3	0.6	4
COc1ccc(NC(=O)C2(C)CCN2CCc2ccccc2)cc1OC (stereo unspecified)	-6	0	x	9	x	1	-22	x	-11
CCOC(=O)C1(CC2CCCCO2)CCN(S(=O)(=O)c2cccc(F)c2)CC1 (stereo unspecified)	5	1	-2	2	14	0	-4	-1.8	2
CCC(C)Nc1nc(SC(C(C)=O)C(C)=O)nc(N(C)C)n1 (stereo unspecified)	-2	-2	3	-2	1	-10	2	2.4	-7

Following part
SMILES	CHRM5 PAM	CHRM4 PAM	IDE inh	M4 ag	CRFR2-BP antag	M5 ag	CHRM4 antagonist	CRFBP-R2 agonist	M5 antag
CCCc1cc(=O)[nH]c(Nc2ccc(OC)c(Cl)c2)n1	-1	16	0	2	7	3	4	0.3	-1
CC1(C)CC(=O)C(N=Nc2ccc(F)cc2)=C(O)C1	4	10	-3	1	-16	5	6	1.3	-3
CCOc1ccc2[nH]c3c(NCC(C)C)ncnc3c2c1	-6	-6	3	4	6	1	2	-8.9	-5
CCCCCCCCN1C(=O)[C@H](CC(=O)N2CCN(C(=O)C3CC3)CC2)C[C@@]2(C(=O)OC)CCCCC=C12	-4	1	x	3	x	1	2	x	4
COc1cc(NC(=O)COc2ccc(C)c(C)c2)ccc1NC(=O)c1ccco1	-11	-3	9	9	-5	-3	-8	-1.5	2
Cc1csc(CNC(=O)C2CCC(=O)N(CCCc3ccccc3)C2)n1 (stereo unspecified)	7	8	-13	2	-7	-4	-14	3.1	11
COCCCNc1nc2c([nH]1)c(=O)[nH]c(=O)n2C	7	-2	-2	0	6	-5	10	-1.5	-2
CC(C)C(=O)N1c2ccccc2NC2=C(C(=O)CCC2)C1c1ccc(N(C)C)cc1 (stereo unspecified)	-1	4	-4	1	-12	-7	2	0.7	3
COc1ccc(C2C=C(Nc3ccccc3)C(=O)N2c2ccccc2)cc1OC (stereo unspecified)	1	3	17*	0	44	2	7	0.6	0
CCCn1c(N)c(N(CCOC)C(=O)c2cccc(S(=O)(=O)N3CCCc4ccccc43)c2)c(=O)[nH]c1=O	1	0	-1	1	2	-2	1	-0.5	10
O=C(Nc1cc(S(=O)(=O)N2CCOCC2)ccc1OCC(F)(F)F)C1CCCC1	-4	12	x	1	1	1	-9	0.8	11
Cc1cc(C)nc(NC(=O)c2c(C(=O)O)noc2C)n1	3	-2	-4	1	-5	-3	2	0.3	3
CCOc1ccc(-c2cnc(NCc3cccc4ccccc34)n2CCOC)cc1	-14	-15	3	12	-6	-5	22	2.2	22
COc1cccc(/C=N/NC(=O)c2ccc3nc[nH]c3c2)c1	-17	-20	-4	12	2	3	8	-0.6	12
CNC(=O)CSc1nc(SC)ns1	-7	7	-4	2	5	0	-6	1.0	19
c1csc(CCCN2CCCCC2)c1	3	5	x	1	-12	-9	-2	3.0	-2
CCNc1cc(O)ccc1C	0	-1	2	3	-2	5	-8	9.6	3
CCOc1ccc(N2C(=O)CC(Cc3ccccc3OC)C2=O)cc1 (stereo unspecified)	8	-2	2	3	-9	2	1	0.1	-1
COCC(C)NS(=O)(=O)c1ccc(NC(=O)c2ccccn2)cc1 (stereo unspecified)	-18	-6	0	1	-1	-3	-9	1.7	30*
Cc1c(N(C)S(=O)(=O)c2cccc(C(=O)NCC3CCCO3)c2)c(=O)n(-c2ccccc2)n1C (stereo unspecified)	-2	3	-5	0	-8	-1	-4	2.0	4

Screens: PubChem, several laboratories
